# DT40 TDP1 no CPT: qHTS for Inhibitors of human tyrosyl-DNA phosphodiesterase 1 (TDP1): qHTS in cells in absence of CPT; DT40 Tdp1-/- hTDP1 cells, no CPT, ATP luminescence, 48 h; Potency, µM (doses to about 46.2 µM), for the others: at the highest dose activity change, negative = growth inhibition, hits mostly inhibitors; hit rate 15% among 420,000; also: nearly all actives have a fitted effect of over 55% in size
#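 Growth of hTDP1-complemented DT40 Tdp1-knockout cells is measured by ATP luminescence after at least 48 hr compound exposure at 37 °C, with DMSO substituting for the 20 nM CPT used in the parallel screen.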
# KAT2A inh: blocks human GCN5L2 histone acetyltransferase; Q92830; GCN5L2 HAT assay, ThioGlo1 CoA-SH fluorescence; Potency, µM (doses to about 58.9 µM), inactives show at the highest dose activity change, negative = inhibition, hits mostly inhibitors; hit rate 0.21% among 390,000; AID 504327
# Target sequence (Q92830 whole entry, looked up): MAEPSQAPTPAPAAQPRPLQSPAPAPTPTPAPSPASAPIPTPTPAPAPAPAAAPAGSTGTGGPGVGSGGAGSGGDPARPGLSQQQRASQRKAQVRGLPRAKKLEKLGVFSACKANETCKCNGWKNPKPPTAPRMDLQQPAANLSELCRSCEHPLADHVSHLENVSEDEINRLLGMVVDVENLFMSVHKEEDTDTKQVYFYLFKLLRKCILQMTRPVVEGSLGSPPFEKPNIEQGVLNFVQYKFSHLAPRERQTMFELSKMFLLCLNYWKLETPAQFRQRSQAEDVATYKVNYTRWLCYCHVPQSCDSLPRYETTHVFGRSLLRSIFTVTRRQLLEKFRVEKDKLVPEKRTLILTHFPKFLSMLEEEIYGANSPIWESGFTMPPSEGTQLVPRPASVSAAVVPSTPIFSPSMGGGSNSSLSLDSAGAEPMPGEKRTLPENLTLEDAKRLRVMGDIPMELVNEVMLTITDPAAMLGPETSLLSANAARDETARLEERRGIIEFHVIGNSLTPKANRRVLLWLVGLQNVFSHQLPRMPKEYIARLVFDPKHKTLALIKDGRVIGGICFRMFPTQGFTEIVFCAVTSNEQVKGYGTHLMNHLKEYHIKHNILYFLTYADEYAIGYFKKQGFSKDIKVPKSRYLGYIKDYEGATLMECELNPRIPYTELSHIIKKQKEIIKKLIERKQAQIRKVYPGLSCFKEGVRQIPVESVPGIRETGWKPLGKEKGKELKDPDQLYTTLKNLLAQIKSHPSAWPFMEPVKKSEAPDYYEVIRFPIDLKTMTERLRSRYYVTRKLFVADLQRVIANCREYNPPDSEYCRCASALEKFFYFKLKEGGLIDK
#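 Enzyme at 20nM final was mixed with library compounds for 15 min at room temperature. Peptide H3(1-25) at 75uM, acetyl-CoA at 70uM and ThioGlo1 at 50uM were then added. Plates were read immediately and after 20 min (Ex340nm/Em540nm).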
# TDP1 cell CPT: DT40-hTDP1 cell growth loss with CPT. chicken DT40 Tdp1-/-;hTDP1 cells + 20 nM CPT, ATP luminescence, 48 h. Potency, µM (top dose mostly 46.2 µM), inactives show top-dose activity change, negative = growth inhibition, actives largely listed as inhibitors. hit rate 12% among 420,000; also: nearly all actives have a fitted effect of over 55% in size
#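 Chicken DT40 Tdp1-/- cells complemented with human TDP1, 400 cells/well, exposed to compounds plus 20 nM camptothecin for at least 48 h at 37 C; viability read as ATP content by CellTiter-Glo luminescence.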
# Starred values were filed as active, the others as inactive; ? = inconclusive; / = not tested or not shown; & = joins results of further samples. Calls follow the shape of the dose curve; as a rule, active = well fitted curve in the direction sought with a large enough effect; inconclusive = small, poorly fitted or top-dose-only effect, or another doubt; inactive = no such curve, though single readings can be large; an effect the other way counts as inactive or inconclusive. % is scaled to controls: 0 for no effect and ±100 for the full control effect; potency is read from the fitted curve at half-maximal effect.
SMILES,DT40 TDP1 no CPT,KAT2A inh,TDP1 cell CPT
CSc1ncc(CN2CCN(CCC(C)C)C(CCO)C2)cn1 (stereo not given),-5%,2%,-18%
CC(C)[C@H]1COCCS(=O)(=O)N1Cc1ccccc1F,?,/,-29%
COc1ccc(OC)c(NC(=O)CSC2=Nc3ccccc3C3=NC(CC(=O)NCc4ccc5c(c4)OCO5)C(=O)N23)c1 (stereo not given),23µM*,-16%,?
CCOc1ccc(N(CC(=O)Nc2cc(OC)cc(OC)c2)S(=O)(=O)c2c(C)[nH]c(=O)[nH]c2=O)cc1,12%&6%,-8%&-3%,1%&7%
COC(=O)c1ccc(OCc2nn[nH]n2)cc1,5%,-1%,1%
COC(=O)C1=C(O)/C(=C\c2ccc(CNS(=O)(=O)c3ccc(Cl)cc3)o2)N=C1C,-11%,-15%,?
COC(=O)c1ccc(NS(=O)(=O)c2cc3c4c(c2)CCC(=O)N4CCC3)cc1,?,-2%,?
FC(F)Oc1ccc(C2N=C(c3ccccc3)NO2)cc1 (stereo not given),5%,-4%,-8%
CCOc1cc(C(=O)N2CCC(CC3CC(c4cccc(Br)c4)=NO3)(C(=O)NCC3CCCCC3)CC2)cc(OCC)c1OCC (stereo not given),21µM*,-9%,?
O=C(NCCCn1ccnc1)c1cc(S(=O)(=O)N2CCOCC2)ccc1F,-9%,2%,-4%
COc1cccc(N2CCN(Cc3ccco3)CC2)c1,0%,-7%,9%
CCOC(=O)c1cc(-c2ccc(OC)cc2)n[nH]1,-27%,-1%,3%

# Record cards (already shown):
# FC(F)Oc1ccc(C2N=C(c3ccccc3)NO2)cc1 (stereo not given) as listed: DT40 TDP1 no CPT = 5%; KAT2A inh = -4%; TDP1 cell CPT = -8%
# COC(=O)c1ccc(OCc2nn[nH]n2)cc1 as listed: DT40 TDP1 no CPT = 5%; KAT2A inh = -1%; TDP1 cell CPT = 1%
# O=C(NCCCn1ccnc1)c1cc(S(=O)(=O)N2CCOCC2)ccc1F as listed: DT40 TDP1 no CPT = -9%; KAT2A inh = 2%; TDP1 cell CPT = -4%

# (listing goes on)
SMILES,DT40 TDP1 no CPT,KAT2A inh,TDP1 cell CPT
COc1ccc(-n2ncc3c(=O)n(CC(C)=O)cnc32)cc1,-12%,-24%,-14%
CC(=O)c1cccc(CN2CCN(C3CCCC3)C(CCO)C2)c1 (stereo not given),-8%,12%,0%
CCC(C)NC(=O)C1CCC(CNS(=O)(=O)c2ccc3c(c2)N(C(C)=O)CCO3)CC1 (stereo not given),-17%,-3%,?
Cc1ccc(-c2nc(S(=O)(=O)c3ccc(F)cc3)c(N3CCN(c4ccccc4)CC3)o2)cc1,-27%,-7%,?
CC(C)(C)c1cc(=O)[nH]c(SCc2ccccc2)n1,?,-1%,-22%
O=C(NCCC(=O)N(Cc1ccco1)Cc1cccs1)c1ccc([N+](=O)[O-])cc1,?,-27%,?
Cc1cccc(C)c1NC(=O)N1CCC(C(N)=O)(N2CCCCC2)CC1,2%,-6%,-1%
CC1CCN(CC(=O)Nc2ccc(S(=O)(=O)N3CCCCC3)cc2)CC1,-25%,-11%,?
COCCNC(=O)CSc1ncnc2sc(-c3ccccc3)cc12,-26%,-5%,-19%
COc1ccc(/C(N)=N/OC(=O)c2cccc([N+](=O)[O-])c2)cc1OC,-29%,0%,-26%
CN(C)c1c(F)cc(C(=O)NC(=O)NCc2cccnc2)cc1F,-5%,-6%,-17%
CC(C)NC(=O)C1CCCN(S(=O)(=O)c2ccc3c(ccn3C)c2)C1 (stereo not given),-19%,2%,-21%
CN(C)c1nc(N)c2nccnc2n1,-8%,/,-11%
COc1ccc(CN(C(=O)c2cc(=O)c3ccccc3o2)C2CCS(=O)(=O)C2)cc1OC (stereo not given),?,-9%&-12%,0%&2%
CC(=O)Nc1ccc(NC(=O)CSc2nc3ccccc3nc2N2CCOCC2)cc1,-23%,-6%,-24%
C#CCOCCOCCOCCNc1nc(N2CCN(C(=O)[C@H](CCCCN)n3cc(C(N)CC(C)C)nn3)CC2)nc(N2CCN(C(=O)[C@H](CCC(=O)O)n3cc(C(N)[C@H](C)CC)nn3)CC2)n1 (stereo not given in full),1%,-2%,-4%
O=C1CC(N2CCN(c3cccc(C(F)(F)F)c3)CC2)C(=O)N1c1ccc(F)cc1 (stereo not given),14%,-5%,-23%
CC(C)(C)OC(=O)CNC(=O)c1[nH]cnc1C(=O)NCCCCCNC(=O)OC(C)(C)C,15µM*,-2%,23µM*
O=C(NC1CCOCC1)C1CCC(=O)N(CCc2ccc(Cl)cc2)C1 (stereo not given),20%,-2%,-1%
CC1CCC(=NNS(=O)(=O)c2ccc([N+](=O)[O-])cc2)CC1 (stereo not given),-2%,/,-11%
COC(=O)c1sc(N2C(=O)c3oc4ccccc4c(=O)c3C2c2cccs2)nc1C (stereo not given),16µM*,1%,18µM*
CCOc1ccc(C(CC(=O)O)NC(=O)c2cccs2)cc1 (stereo not given),-5%,-7%,6%
CCCCC1=NC2(CCCC2)C(=O)N1Cc1ccc(-c2ccccc2-c2nn[nH]n2)cc1,-18%,8%&-2%,17%
Oc1ccc[n+](CC(O)c2ccccc2)c1 (stereo not given),2%,-1%,19%
O=C(C1=C(O)C(=O)N(CCCn2ccnc2)C1c1ccccc1)c1ccco1 (stereo not given),2%,0%,10%
Cn1c(SCC(=O)Nc2cccc(NC(=O)c3cccs3)c2)nnc1-c1ccncc1,-22%,-2%,-4%
CNC[C@H](Cc1ccccc1)NC[C@@H](Cc1cccc2ccccc12)NCCc1ccc(C)cc1,15µM*,-3%,18µM*
Cc1nc2ncnn2c(C)c1CCC(=O)NCCCN1CCN(c2cccc(Cl)c2)CC1,-13%,2%,3%
COc1cc(C=NNC(=S)Nc2ccc(S(=O)(=O)N3CCCCC3)cc2)cc(OC)c1OC,8.2µM*,/,16µM*
CN(CCC#N)c1ccc(/C=C(\C#N)c2ccccn2)cc1,?,-4%,?
Cc1cccc(OCc2nc(CC(=O)Nc3ccc(C)c(C)c3)cs2)c1,18µM*,-11%,?
CCOc1ccc2[nH]c(=O)c(CN(CCCO)C(C)=O)cc2c1,-1%,-13%,8%
CCc1ccc(C(=O)OCC(=O)c2c(N)n(CC(C)C)c(=O)n(C)c2=O)cc1,?,-6%,?
Nc1nc(C(=O)N2CCOCC2)nn1C(=O)c1ccc(Cl)cc1,-4%,-3%,0%
CC(C)[C@H](NS(=O)(=O)c1cccc(C(F)(F)F)c1)C(=O)OCC(N)=O,-15%,1%,3%
O=C(Nc1ccc(F)cc1)C(Sc1nnc2ccccn12)c1ccccc1 (stereo not given),?,-3%,-20%

# Taken from above:
# In TDP1 cell CPT, CCCCC1=NC2(CCCC2)C(=O)N1Cc1ccc(-c2ccccc2-c2nn[nH]n2)cc1 has 17%
# In TDP1 cell CPT, O=C(Nc1ccc(F)cc1)C(Sc1nnc2ccccn12)c1ccccc1 (stereo not given) has -20%
# In KAT2A inh, COc1ccc(OC)c(NC(=O)CSC2=Nc3ccccc3C3=NC(CC(=O)NCc4ccc5c(c4)OCO5)C(=O)N23)c1 (stereo not given) has -16%
# In KAT2A inh, O=C(NCCC(=O)N(Cc1ccco1)Cc1cccs1)c1ccc([N+](=O)[O-])cc1 has -27%
# In TDP1 cell CPT, CCOc1ccc2[nH]c(=O)c(CN(CCCO)C(C)=O)cc2c1 has 8%

# (further entries)
SMILES,DT40 TDP1 no CPT,KAT2A inh,TDP1 cell CPT
N#CC(c1ccccc1)(c1ncc(C(F)(F)F)cc1Cl)N1CCOCC1 (stereo not given),1%,-1%,8%
O=C(CCSc1nc2ccccc2o1)Nc1ccccc1,-25%,0%,1%
COc1ccc(NS(=O)(=O)c2cc(NC(=O)c3cc(=O)c4ccccc4o3)ccc2OC)cc1,-22%,2%,3%
O=C1Nc2ccccc2CCC1Sc1nnc(-c2ccc(Cl)cc2)s1 (stereo not given),29µM*,-8%,?
COc1ccccc1C(=O)N1CCN(Cc2cc(=O)oc3cc(C)ccc23)CC1,?,-4%,?
COc1ccc(S(=O)(=O)N2CCCC(C(=O)NCc3ccncc3)C2)cc1Cl (stereo not given),-26%,-10%,-25%
Cc1[nH]c(C(=O)N/N=C/c2ccc(C(=O)O)cc2)c(C)c1C(=O)N/N=C/c1ccc(C(=O)O)cc1,-20%,0%,-22%
COc1ccc(NC(=O)N2CCCC2C(=O)Nc2cccc(C)c2C)cc1 (stereo not given),-29%,-1%,-1%
Cc1cccc(C)c1NC(=O)COC(=O)c1cc(S(=O)(=O)Nc2ccc(Cl)cc2)ccc1O,-7%,-4%,-3%
O=S(=O)(NCc1ccccc1)c1ccc(Cl)cc1,-7%,?,-7%
COc1ccc(NS(=O)(=O)c2c(C)[nH]c(C)c2C(=O)N2CCCCC2)cc1Cl,-16%,-6%,?
CCOC(=O)c1c(C)[nH]c(C)c1S(=O)(=O)NC(C)Cc1ccco1 (stereo not given),11%,-12%,0%
COc1cccc(C2C(C#N)=C(N)OC3=C2C(=O)CCC3)c1OC(=O)c1ccco1 (stereo not given),-12%,1%,-9%
C=CCOc1cccc(/C=C2\C(=O)N(Cc3ccc(C)cc3)C(C)=C2C(=O)OC)c1,23µM*,-5%,?
COc1ccccc1Cn1c(CNS(=O)(=O)c2ccc(CC(C)C)cc2)nc2cccnc21,13µM*,-14%,21µM*
Cc1cc(C(=O)NC2CCCCC2C)c2ccccc2n1 (stereo not given),-6%,-1%,-15%
N#CC1=C(N)Nc2ncnn2C1c1ccc([N+](=O)[O-])cc1 (stereo not given),-1%,-20%,-19%
Cc1ccc(-c2cn(C[C@H]3CC[C@@H]([C@@H]4CC[C@H](Cn5cc(-c6ccc(C)cc6)nn5)O4)O3)nn2)cc1,-6%,-2%,-5%
C=C1CC[C@H](O)CC1=C/C=C1\CCC[C@]2(C)[C@@H]([C@H](C)CCCC(C)(C)O)CC[C@@H]12,?,/,?
COc1cc(NC(=O)c2ccc(F)cc2)c(OC)cc1Cl,-8%,-2%,-24%
O=P(OCC1CCCO1)(OCC1CCCO1)OCC1CCCO1 (stereo not given),-15%,/,1%
